mIAP block = mouse IAP inhibition | purified mouse IAP, CDP-Star luminescence, 30 min | inhibition, % at 10 µM | 330,000 compounds, 0.2% hits;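 active = inhibition of at least 40% at 10 µM in the primary screen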;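 note: plate controls were DMSO with enzyme for no effect and no enzyme wells for full effect; values of inactives mirror those of a sister screen read the other way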
mIAP act = increases mouse intestinal alkaline phosphatase activity. muIAP, CDP-Star luminescence, 30 min; stronger effect = higher value; 1 = vehicle-only enzyme signal, 0 = enzyme-free wells. activation factor at 10 µM. 330,000 compounds, 0.24% hits;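 active = activation factor of at least 2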; note: the source names both 10 and 20 µM as test concentration; values of inactives mirror those of a sister screen read the other way
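System: mouse IAP enzyme. Reagent: CDP-Star chemiluminescent phosphatase substrate. Benchmarks: DMSO wells, no-enzyme wells. Times: 30 min enzyme-substrate-compound incubation at room temperature. Detection: luminescence from enzymatic CDP-Star hydrolysis. Doses: test compounds delivered from DMSO solution.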
MPTP block = blocks calcium-induced mitochondrial swelling | isolated mouse mitochondria, Ca2+ swelling absorbance, 30 min | inhibition, % at 10 µM | 360,000 compounds, 1.4% hits | AID 602449;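 active = inhibition of 50% or more, scaled per plate between neutral and stimulator controls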;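 note: 0% = DMSO wells given calcium and 100% = 1 mM EGTA wells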
hIAP act = increases human intestinal alkaline phosphatase activity | purified human IAP, CDP-Star luminescence, 30 min; stronger effect = higher value; 1 = vehicle-only enzyme, 0 = enzyme-free background | 330,000 compounds, 0.16% hits | activation factor at 10 µM | AID 2524;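 active = activation factor of the enzyme at least 2-fold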; note: the source names both 10 and 20 µM as test concentration; values of inactives mirror those of a sister screen read the other way
Target sequence (P09923 whole entry, looked up): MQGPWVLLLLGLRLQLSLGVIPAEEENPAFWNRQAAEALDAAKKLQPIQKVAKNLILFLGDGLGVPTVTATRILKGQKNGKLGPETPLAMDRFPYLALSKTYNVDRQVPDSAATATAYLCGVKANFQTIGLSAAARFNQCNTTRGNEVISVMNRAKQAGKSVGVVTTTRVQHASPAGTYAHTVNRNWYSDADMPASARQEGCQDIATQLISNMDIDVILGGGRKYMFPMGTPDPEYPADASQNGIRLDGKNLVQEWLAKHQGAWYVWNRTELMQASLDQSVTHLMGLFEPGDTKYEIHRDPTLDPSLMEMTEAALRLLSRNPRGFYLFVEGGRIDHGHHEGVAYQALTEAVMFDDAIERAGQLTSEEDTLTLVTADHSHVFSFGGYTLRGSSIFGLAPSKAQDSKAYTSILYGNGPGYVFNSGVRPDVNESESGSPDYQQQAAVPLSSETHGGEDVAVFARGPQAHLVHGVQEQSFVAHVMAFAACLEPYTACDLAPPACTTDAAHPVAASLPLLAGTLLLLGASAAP
A3G deaminase = blocks human APOBEC3G single-stranded DNA deamination | Q9HC16 | recombinant A3G, ssDNA deamination FAM/TAMRA fluorescence | inhibition, % at 20 µM | 330,000 compounds, 0.28% hits | AID 493012;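 active = inhibition of at least 40% at 20 µM, with no more than 30% in the related APOBEC3A deaminase screen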;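 note: plate controls were DMSO wells with A3G for no effect and wells lacking A3G enzyme for full effect; some compounds called inactive have numbers as strong as hits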
Target sequence (Q9HC16 whole entry, looked up): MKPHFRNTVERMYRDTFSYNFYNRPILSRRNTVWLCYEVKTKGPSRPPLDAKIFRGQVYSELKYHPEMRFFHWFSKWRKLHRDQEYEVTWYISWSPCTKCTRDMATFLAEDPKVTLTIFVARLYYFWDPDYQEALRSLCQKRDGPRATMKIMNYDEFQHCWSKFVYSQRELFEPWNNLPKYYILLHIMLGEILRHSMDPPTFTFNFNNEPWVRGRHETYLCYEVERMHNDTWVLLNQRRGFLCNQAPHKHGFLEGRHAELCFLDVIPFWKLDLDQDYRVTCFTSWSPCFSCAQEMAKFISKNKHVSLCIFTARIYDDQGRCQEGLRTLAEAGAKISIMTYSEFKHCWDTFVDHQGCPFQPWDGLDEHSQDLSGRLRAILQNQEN
hIAP inh = human IAP inhibition; P09923; inhibition, % at 10 µM; AID 2544; purified IAP, CDP-Star luminescence, 30 min; 330,000 compounds, 0.12% hits;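 active = inhibition reaching a set limit with compound at 10 µM in the primary screen, cut at about 35% in these data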;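 note: plate controls were DMSO wells with enzyme for no effect and no-enzyme buffer wells for full effect; values of inactives mirror those of a sister screen read the other way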
GRIN3A LBD mod = NR3A (human) ligand-binding domain modulation; NR3A LBD differential scanning fluorimetry, Tm shift; 0% = protein alone, 100% = glycine-bound protein; Tm shift relative to glycine control, % at 25 µM; 340,000 compounds, 2.5% hits;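 active = melting temperature shift of at least 10% of the positive control shift, at one fixed dose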
APOBEC3A inh = blocks human APOBEC3A ssDNA deamination | AID 493011 | inhibition, % at 20 µM | 330,000 compounds, 0.41% hits | recombinant A3A, FAM/TAMRA ssDNA deamination fluorescence | P31941;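 active = at least 40% inhibition at 20 µM here, with at most 30% in a related deaminase screen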;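 note: plate controls were A3A with DMSO for no effect and wells lacking A3A enzyme for full effect; some results filed as inactive read as strong as hits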
MIN6 prolif = induces beta-cell replication in MIN6 cells; MIN6 cells proliferation, ATPlite luminescence, 48 h; cells starved in 0.2% serum; 100% = growth in 10% serum; proliferation, % at 10 µM; 330,000 compounds, 0.29% hits;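 active = compounds whose signal lies at least 3.5 SD above the mean of all wells on their plate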;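 note: 0% = DMSO-treated cells in low-serum medium and 100% = 10% serum control; some compounds called inactive have numbers as strong as hits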
* marks the source's active call; other numbers are inactive results; & = joins results of further samples.

SMILES	mIAP block	mIAP act	MPTP block	hIAP act	A3G deaminase	hIAP inh	GRIN3A LBD mod	APOBEC3A inh	MIN6 prolif
Oc1ccc(Cl)cc1CNCc1ccc(C(F)(F)F)cc1	11	0.89	1.6	1.1	-4	-15	-4	2	4
COc1cc(CCC(=O)OCC(=O)Nc2ccc(F)c(F)c2)cc(OC)c1OC	1	0.99	0.3	0.96	-1	4	-1	-2	-4
O=C(Nc1nccs1)C(c1ccccc1)N1CCCC1 (stereo not given)	0	1	-0.4	0.97	-12	3	0	4	1
CC(=O)Nc1ccc(OCC(O)CN2CCN(c3ccc(F)cc3)CC2)cc1 (stereo not given)	4	0.96	-0.4	1.1	3	-8	0	1	-3
C/C(=N/NC(=O)c1ccncc1)c1ccc(NC(=O)c2ccc(Cl)cc2Cl)cc1	12	0.88	3.8	1	-9	0	1	-3	0
Nc1nonc1-n1nnc(C(=O)O)c1-c1cccs1	-1	1	0.7	1.1	2	-6	0	3	0
CN(C(=O)c1ccncc1)c1nnc(-c2cccnc2)s1	-12	1.1	-1.1	0.88	-1	12	1	2	1
Cc1ccn2cc(-c3ccc(Br)cc3)nc2c1	6	0.94	1.9	1	-8	-5	-10	-5	-6
CC1CC(C)CN(C(=O)COC(=O)Cc2c[nH]c3ccccc23)C1 (stereo not given)	2	0.98	-1.1	1.1	-6	-6	0	1	3
COc1ccc(OCC(=O)Nc2ccccc2C(=O)N2CCOCC2)cc1	-7	1.1	0.1	1.1	-2	-5	-1	0	-2
COc1ccc(CN2C(=O)C(Cc3ccccc3)Nc3ncnc(N4CCOCC4)c32)cc1 (stereo not given)	-1	1	-0.3&1.3	0.97	3	2	-1	2	-1
CCN(CC)C(=O)COc1ccc(Br)cc1Cl	4	0.96	-0.5	0.97	-3	3	1	-2	0
Cc1cc(O)c(C(=O)/C=C/c2c(F)c(F)c(F)c(F)c2F)c(=O)o1	0	1	-0.6	0.92	0	8	-2	4	-6
CCCNC(=O)C(Cc1cccc(OC)c1)NC(=O)c1ccc(C(C)(C)C)cc1 (stereo not given)	-42	1.4	0.2	0.95	1	5	-4	2	-6
Cc1nc2ccccn2c1P(=Nc1ccccc1)(N(C)C)N(C)C	-6	1.1	0.3	0.96	-5	4	-2	-4	-3
O=C(COC(=O)CNS(=O)(=O)c1ccccc1)NC12CC3CC(CC(C3)C1)C2	5	0.95	-0.3	1	-7	0	-1	-2	0
Cc1cc(C)cc(OCC(=O)OCC(=O)c2ccc3c(c2)NC(=O)CO3)c1	-20	1.2	-1.2	1.1	-7	-7	-1	-4	-1
COc1ccc(N(C(=O)CNC(=O)c2ccco2)C(C(=O)NC2CCCCC2)c2cccnc2)cc1 (stereo not given)	-10	1.1	1.5	0.9	-9	10	0	-3	-2
COc1ccc2c(Cl)c(C(=O)NCc3ccco3)sc2c1	9	0.91	29	0.91	-1	9	0	7	-4
Cc1nn(-c2ccccc2)c(C)c1C(=O)OCC(=O)Nc1cccc(S(N)(=O)=O)c1	12	0.88	-1.4	0.9	2	10	-2	-1	-3
Cc1ccc(S(=O)(=O)NCC2CCC(C(=O)NCCCN3CCOCC3)CC2)cc1 (stereo not given)	-4	1	-3.4	1.2	-7	-17	2	0	0
Cn1cc(Br)c(NC(=O)/C=C/C(=O)O)n1	2	0.98	3.5	0.95	-8	5	3	-4	-1
O=c1c(-c2ccc(Br)cc2)coc2c(CN3CCCCC3)c(O)ccc12	4	0.96	1.4	1	-10	-4	0	-3	2
COc1cc(OC)cc(C(=O)NNC(=O)c2cc(S(=O)(=O)N3CCOCC3)ccc2F)c1	10	0.9	0.2	0.97	-8	3	0	-6	-4
CCN(CCn1cccn1)Cc1cn[nH]c1-c1ccc(-c2ccccc2)cc1	5	0.95	1.5	1.1	-8	-7	-1	-5	1
COc1ccc(C2=[N+]([O-])C(C)(C)C(c3ccccc3)=N2)cc1	-9	1.1	-0.7	0.86	0	14	1	0	-4
Cc1cccc(N/C(N)=N/c2nc(C)cc(=O)[nH]2)c1	-1	1	-1.1	1.3	-3	-27	0	-2	-5
O=C1N[C@H](Cc2ccccc2)COC(=O)[C@@H](Cc2ccc(F)cc2)C/C=C\C[C@H]1CC(=O)N(CCO)Cc1ccccc1	4	0.96	-1.1	0.98	-6	2	-3	0	-6
N#C/C(=C/c1cn(-c2ccccc2)nc1-c1cccc(OCc2ccc(F)cc2)c1)C(=O)NCCCn1ccnc1	29	0.71	54*	1.3	-5	-28	-7	-1	-5
O=C(NC1CCCCCCC1)C1CCC(CNc2c(N3CCCC3)c(=O)c2=O)CC1 (stereo not given)	3	0.97	-2.2	0.94	-9	6	1	-3	6
Cc1ccc(CNC(=S)Nc2ccc(OC(F)F)cc2C)cc1	-30	1.3	8.7	0.93	-6	7	-3	-4	-6
Cc1cc2[nH]c(=O)c(=O)[nH]c2cc1S(=O)(=O)Nc1cccc(Cl)c1C	13	0.87	-1.5	0.87	-1	13	-1	-2	-2
Cc1ccc(OCC(=O)Nc2ccc3c(c2)OCO3)c(C)c1	-19	1.2	0.4	1.2	-5	-17	-14	-6	-1
CCOC(=O)c1ccc(NC(=S)N(CCCN2CCN(CC)CC2)Cc2ccco2)cc1	-14	1.1	-1.1	1.1	-9	-13	0	0	-2
O=C(NCc1ccco1)C(=S)N1CCCC1	-12	1.1	-1.2	1.2	15	-23	1	25	-4
O=C(COC(=O)c1cc(S(=O)(=O)N2CCCCC2)ccc1N1CCOCC1)NCCc1ccc(F)cc1	2	0.98	-1.9	1.1	-2	-13	-1	3	1
CN(Cc1ccccc1)C(=O)c1cccc(NC(=O)Cc2cccc([N+](=O)[O-])c2)c1	3	0.97	1.0	0.73	-6	27	-14	-2	-1
Cc1ccc(S(=O)(=O)NCC(c2cccnc2)N(C)C)cc1 (stereo not given)	-6	1.1	-0.8	1.2	-1	-20	-2	2	2
Cc1cccc(NC(=O)c2ccc(Cl)c(S(=O)(=O)N3CCCC3)c2)n1	20	0.8	-0.7	1	-7	0	-1	0	4
Cc1nnc(NC(=O)CCSc2ccccc2)s1	-5	1	-2.1	1.1	-1	-11	1	0	0
Cc1cc(=O)[nH]c(N/N=C/c2c(C)oc3ccccc23)n1	-9	1.1	1.0	1	-5	-3	-1	-4	0
O=c1c2cn[nH]c2[nH]c(=S)n1-c1cccc(Cl)c1	5	0.95	-0.1	1	-4	-3	0	-2	2
FC(F)(F)c1cc(Oc2ccccc2Cl)nc(-c2ccccn2)n1	-1	1	0.5	0.88	-3	12	0	1	-1
OC(COc1ccc(F)cc1Cl)CN1CCC(Cc2ccccc2)CC1 (stereo not given)	-6	1.1	3.7	1.3	-3	-29	0	0	-7
COc1ccc(C)c2sc(N(CCN(C)C)C(=O)/C=C/c3cccs3)nc12	2	0.98	1.4	1.2	-4	-17	9	-5	-8
CSc1ccc(S(=O)(=O)NCc2ccccc2)cc1	-9	1.1	-3.2	0.97	-2	3	-3	4	-1
Cc1ccc(NCc2ccccc2F)cc1	2	0.98	1.2	0.81	-2	19	-1	-2	-1
COCc1nnc(NS(=O)(=O)c2ccc(Br)cc2)s1	1	0.99	-0.7	1	1	0	-3	2	-3
CCn1cc(S(=O)(=O)CC(=O)Nc2cc(C)ccc2C)c2ccccc21	4	0.96	0.1	1.1	-9	-11	3	-5	1
Cc1onc(-c2ccccc2)c1C(=O)N1CCCN(C(=O)c2c(-c3ccccc3)noc2C)CC1	-4	1	-0.9	0.92	1	8	0	3	1
CCC(CO)Nc1ccc(-c2n[nH]c(=O)c3ccccc23)cc1[N+](=O)[O-] (stereo not given)	10	0.9	0.1	0.79	-7	22	-1	-1	4
CC1COc2ccccc2N1S(=O)(=O)c1cc(Cl)ccc1Cl (stereo not given)	7	0.93	-1.5	0.89	-10	11	-7	-1	-5
CCCn1c(O)c(CN2CCCCC2)c(C)c(C#N)c1=O	-1	1	2.3	1.1	-5	-9	-2	-1	2
N#Cc1c(N)nc2c(c1N)CC(C(F)(F)F)O2 (stereo not given)	5	0.95	-0.8	1.1	2	-5	-1	8	0
Nc1nc(N2CCN(C(c3ccccc3)c3ccccc3)CC2)n[nH]1	0	1	-2.2	1.1	-3	-6	-1	0	0
O=S(=O)(NCCN1CCCC1)c1ccc(Br)cc1	4	0.95	-0.2	1.1	-2	-10	1	-4	-4
Cc1ccc(C(=O)c2cn(-c3ccc(F)c(Cl)c3)nn2)cc1	-13	1.1	-1.1	1	-6	0	1	-2	3
O=C(Oc1ccccc1F)C1CCN(C(=O)c2ccc(F)cc2)CC1	-7	1.1	-2.2	1.1	9	-12	0	0	-1
CCCc1cc(=O)[nH]c(SCC(=O)c2ccc3c(c2)OCCO3)n1	0	1	-6.2	1	0	-5	-15	-3	0.0*
O=C(N/N=C\c1ccc2c(c1)OCO2)c1cncc(Br)c1	-7	1.1	-0.6	0.82	-1	18	-2	-3	-2

Single records, as listed above. Values in the order: mIAP block	mIAP act	MPTP block	hIAP act	A3G deaminase	hIAP inh	GRIN3A LBD mod	APOBEC3A inh	MIN6 prolif
`Cn1cc(Br)c(NC(=O)/C=C/C(=O)O)n1` is listed with 2	0.98	3.5	0.95	-8	5	3	-4	-1
`Nc1nc(N2CCN(C(c3ccccc3)c3ccccc3)CC2)n[nH]1` is listed with 0	1	-2.2	1.1	-3	-6	-1	0	0
`CCCNC(=O)C(Cc1cccc(OC)c1)NC(=O)c1ccc(C(C)(C)C)cc1` (stereo not given) is listed with -42	1.4	0.2	0.95	1	5	-4	2	-6

Other results
SMILES	mIAP block	mIAP act	MPTP block	hIAP act	A3G deaminase	hIAP inh	GRIN3A LBD mod	APOBEC3A inh	MIN6 prolif
Cc1ccc(C(=O)Nc2nc(-c3cccnc3)cs2)o1	22	0.78	-0.2	1.1	4	-11	1	4	-2
COc1ccc(-n2c(SCC(=O)Nc3ccc(NC(C)=O)cc3)nc3c([nH]c4ccccc43)c2=O)cc1OC	-14	1.1	-0.3	1.3	-6	-30	0	-4	-2
CCCCc1c(O)n2c(nc3ccccc32)[nH]c1=O	4	0.96	-0.2	1.1	-3	-11	-1	-2	-2
CC1=CC(C)(C)N(C(=O)CNC2CCCC2)c2cc(C)ccc21	-5	1	0.2	1	-8	0	-17	-1	-1
COc1ccccc1CN1C[C@@H]2C[C@@H](c3ccc(Cl)cc3)N3CCC[C@@]23C1=O	3	0.97	-0.1	1.1	-2	-6	0	2	-5
O=C1Nc2ccc(F)cc2C12Nc1ccccc1-c1nnc(SCc3ccccc3F)nc1O2 (stereo not given)	19	0.81	6.3	1	-1	-3	-3	6	-4
O=C(O)c1ccc(CN(c2ccccn2)S(=O)(=O)c2ccccc2)cc1	-2	1	0.4	1.3	-3	-26	1	-2	-1
Cc1cc(NC(=O)c2cc(C)on2)no1	3	0.97	-0.5	1.1	-1	-8	2	2	-2
CCOc1cc(/C=C2\C(=N)N3N=C(N4CCCCC4)SC3=NC2=O)ccc1OC(=O)c1ccco1	10	0.9	-1.1	0.89	-5	11	-30	-3	-1
CC(=O)c1ccc(N=Nc2c(C)[nH][nH]c2=O)cc1	11	0.89	2.4	1.2	-3	-22	0	0	-1
Cc1ccccc1NC(=O)CSc1nc(=O)n(CCN2CCOCC2)c2c1CCCC2	1	0.99	-1.9	0.97	-3	3	1	-3	-3
CC[C@@]1(c2cccc(C)c2)C(=O)N(C(=O)OC)N1C(=O)OC	-13	1.1	-0.7	1.1	-13	-9	1	-4	-1
